AmpC inh no detg – blocks E. coli AmpC beta-lactamase in detergent-free assay. P00811. AmpC nitrocefin hydrolysis, absorbance 480 nm, 0.0001% Triton. Potency, µM (series often up to 57.1 µM), without a hit: at the highest dose activity change, negative = inhibition, actives largely listed as inhibitors. 330,000 compounds, 0.52% hits. AID 485341;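 also: potency is read from the fitted curve at half-maximal effect; plate controls were no compound for no effect and no enzyme for full effect; nearly all actives have a fitted effect of over 20% in size; some results filed as inactive show a strong effect at the top dose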
Target sequence (P00811 whole entry, looked up): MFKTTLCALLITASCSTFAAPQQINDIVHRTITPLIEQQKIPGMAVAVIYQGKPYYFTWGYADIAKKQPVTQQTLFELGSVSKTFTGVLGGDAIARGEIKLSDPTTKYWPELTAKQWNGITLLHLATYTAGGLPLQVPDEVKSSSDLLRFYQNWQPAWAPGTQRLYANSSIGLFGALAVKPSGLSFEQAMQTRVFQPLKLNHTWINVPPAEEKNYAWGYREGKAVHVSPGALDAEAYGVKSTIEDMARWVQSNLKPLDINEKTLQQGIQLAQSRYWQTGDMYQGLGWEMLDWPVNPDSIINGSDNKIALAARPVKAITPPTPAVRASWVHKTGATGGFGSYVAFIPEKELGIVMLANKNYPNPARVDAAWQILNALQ
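20 mM phosphate pH 7.0 + 0.01% (detergent screen) or 0.0001% Triton X-100; 5.3 nM AmpC reagent; cpd preinc 15 min RT; nitrocefin (800 uM stock) to start; A480 q20 s × 4 min; Activity was normalised to no-enzyme and no-compound control wells.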
LmPK inhibitor – LmPK (Leishmania mexicana) enzyme inhibition; Potency, µM (series often up to 57.5 µM), inactives show at the top dose activity change, negative = inhibition, most hits filed as inhibitors; Q27686; purified LmPK, Kinase-Glo ATP luminescence, 1 h; AID 1721; 290,000 compounds, 0.37% hits; also: potency is read from the fitted curve at half-maximal effect
Target sequence (Q27686 whole entry, looked up): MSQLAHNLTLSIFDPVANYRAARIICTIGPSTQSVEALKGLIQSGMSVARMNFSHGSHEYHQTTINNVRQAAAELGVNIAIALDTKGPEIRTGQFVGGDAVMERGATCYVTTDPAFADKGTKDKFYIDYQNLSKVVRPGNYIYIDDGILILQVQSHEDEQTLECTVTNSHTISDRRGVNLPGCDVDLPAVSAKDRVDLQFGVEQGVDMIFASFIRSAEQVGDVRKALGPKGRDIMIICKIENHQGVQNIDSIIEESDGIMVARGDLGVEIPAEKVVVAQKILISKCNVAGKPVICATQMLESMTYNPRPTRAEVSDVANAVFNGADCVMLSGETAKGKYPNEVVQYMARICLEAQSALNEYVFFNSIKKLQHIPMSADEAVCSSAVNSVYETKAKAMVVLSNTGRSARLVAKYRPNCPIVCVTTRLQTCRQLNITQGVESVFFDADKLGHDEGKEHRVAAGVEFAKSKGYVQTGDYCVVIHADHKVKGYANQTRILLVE
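0.1 nM LmPK, 0.5 mM PEP, 0.1 mM ADP; 50 mM imidazole pH 7.2, 7 mM MgCl2, 50 mM KCl; 1 h RT. Kinase-Glo luminescence readout, normalized to no-enzyme (full inhibition) and uninhibited wells.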
HCMV antiviral – inhibitors of human cytomegalovirus; HFF cells, HCMV-luciferase reporter, 72 h; stronger effect = lower value; activity change, negative = inhibition, % at 57.5 µM; 410,000 compounds, 4.5% hits; in the data active = activity change below about -60%; inconclusive = no clear call, values can overlap the other calls; inactive = above about -39%
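Screen run at 2 compound doses on HFFs infected with reporter HCMV, MOI 1 PFU/cell. Luciferase activity from cell lysates at 72 h post infection gave inhibition relative to buffer-only and Salinomycin wells.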
AmpC inh detg – AmpC beta-lactamase inhibition with detergent present. AmpC hydrolysis of nitrocefin, absorbance 480 nm, 0.01% Triton. Potency, µM (highest dose often 114 µM), for inactives: at the highest dose activity change, negative = inhibition, usual class: inhibitors. P00811. 370,000 compounds, 0.041% hits;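 also: potency is read from the fitted curve at half-maximal effect; 0% = no-compound wells and -100% = no-enzyme wells; nearly all actives have a fitted effect of over 25% in size; some results filed as inactive show a strong effect at the top dose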
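20 mM phosphate pH 7.0 + 0.01% (detergent screen) or 0.0001% Triton X-100; 5.3 nM AmpC reagent; cpd preinc 15 min RT; nitrocefin (800 uM stock) to start; A480 q20 s × 4 min; Activity was normalised to no-enzyme and no-compound control wells.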
Sm TGR block – blocks Schistosoma mansoni thioredoxin glutathione reductase; Q962Y6; purified TGR, DTNB reduction, TNB absorbance 405 nm; Potency, µM (series often up to 114 µM), for the others: at the highest dose activity change, negative = inhibition, actives largely listed as inhibitors; 360,000 compounds, 3% hits; AID 485364; also: potency is read from the fitted curve at half-maximal effect; nearly all actives have a fitted effect of over 60% in size
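First, TGR (20 nM dispensed) and NADPH were mixed with compound. Second, a 15 min room-temperature incubation followed. Third, further NADPH and then DTNB were added to start the reaction. Finally, TNB absorbance was monitored kinetically.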
AMA1-RON2 inh – AMA1-RON2 (P. falciparum) interaction inhibition. AlphaScreen AMA1-biotinylated RON2 peptide binding. Potency, µM (doses to about 58.2 µM), without a hit: top-dose activity change, negative = inhibition, most hits filed as inhibitors. 360,000 compounds, 0.2% hits. AID 720542;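 also: potency is read from the fitted curve at half-maximal effect; 0% = vehicle wells and -100% = peptide control; nearly all actives have a fitted effect of over 45% in size; some results filed as inactive show a strong effect at the top dose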
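AMA1 (3D7) with his tag at 25 nM final met compounds first, then biotinylated RON2 peptide at 25 nM; detection used donor plus acceptor beads, 10 µg/mL apiece, read by AlphaScreen after 30 min at room temperature.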
Tb PYK inh – T. brucei pyruvate kinase inhibition; Q57TT1; TbPYK enzyme, Kinase-Glo Plus ATP luminescence, 45 min; Potency, µM (highest dose often 76.8 µM), for the others: top-dose activity, negative = inhibition, hits mostly inhibitors; 410,000 compounds, 0.12% hits; AID 624173; also: potency is read from the fitted curve at half-maximal effect; nearly all actives have a fitted effect of over 50% in size
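Screened from lowest to highest concentration, compounds were pinned into TbPYK/substrate mixtures, and ADP (130 uM final) was added. Plates sat at room temperature for 45 min prior to Kinase-Glo Plus detection by luminescence.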
* = called active by the depositor; ? = inconclusive; / = not tested or not shown; [ ] = another dose, or the depositor's remark. Unless noted, calls follow the shape of the dose curve; as a rule, active = well fitted curve in the direction sought with a large enough effect; inconclusive = small, poorly fitted or top-dose-only effect, or another doubt; inactive = no such curve, though single readings can be large; an effect the other way counts as inactive or inconclusive. Unless noted, % is scaled to controls: 0 for no effect and ±100 for the full control effect.

Results follow in this order: AmpC inh no detg	Sm TGR block	HCMV antiviral	Tb PYK inh	AmpC inh detg	LmPK inhibitor	AMA1-RON2 inh
- Cc1nn(C)c(=O)n1N(C)c1ncc(C(F)(F)F)cc1Cl
→ 5%	0%	-23	3%	?	6%	12%
- CC(=O)N1CCCc2cc(S(=O)(=O)N3CCN(c4cccc(C(F)(F)F)c4)CC3)ccc21
→ /	-3%	-23	5%	3%	/	/
- Cc1cccc(NC(=O)CSc2nc(-c3ccco3)cc(C(F)(F)F)n2)c1C
→ /	12%	2	-1%	18%	/	/
- Cc1nc(NCCc2ccccc2)c2oc3ccccc3c2n1
→ 18%	2%	-81*	-10%	-1%	2%	1%
- CCOC(=O)c1sc(N)nc1C(C)(C)C
→ -19%	-32%	40	-16%	-4%	2%	4%
- O=C(NC1CC2CCC(C1)N2Cc1ccccc1)c1ccccc1Br (centres undefined)
→ -16%	2%	-11	0%	3%	-1%	-6%
- O=C(Cc1ccc(F)cc1)NC1CCSC1=O (centres undefined)
→ 24%	15%	-7	3%	1%	-3%	-9%
- CCOc1ccc(S(=O)(=O)N(CC)CC(=O)NCc2ccncc2)cc1C
→ 18%	5%	19	6%	4%	-3%	5%
- O=C(NCc1ccccc1F)C1CCN(C(=O)c2sccc2-n2cccc2)CC1
→ -6%	2%	-19	-15%	1%	12%	13%
- O=c1[nH]c2c(s1)C(c1ccccc1)C1C3CCC(C3)C1S2 (centres undefined)
→ -45%	5%	?	-10%	6%	13%	-10%
- CCOC(=O)N1CCN(C(=O)c2c(N)no[n+]2[O-])CC1
→ -9%	?	/	/	5%	-10%	/
- Cc1nnc(SCC(=O)Nc2cccc([N+](=O)[O-])c2)n1CC1CCCO1 (centres undefined)
→ -3%	5%	-20	2%	2%	-1%	-1%
- CCN1C(=O)NC(=O)/C(=C\c2cn(CC(=O)N3CCCC3)c3ccccc23)C1=O
→ -13%	?	-26	-3%	-3%	-1%	-3%
- CCOc1ccc(NC(=O)CN2C(C(=O)OC)=C(c3ccccc3)c3cc(Cl)ccc3S2(=O)=O)cc1
→ /	8%	-9	1%	9%	/	/
- CC(Nc1ncnc2nc[nH]c12)c1ccccc1 (centres undefined)
→ -33%	-8%	?	-4%	?	4%	33%[activator]
- COc1ccc(S(=O)(=O)NCc2ccc(C(=O)N3CCC4(CC3)OCCO4)cc2)cc1
→ 13%	-16%	18	26%	-1%	4%	-4%
- CCOc1ccc(CCNC(=O)c2ccc3c(c2)N(Cc2cccc(Cl)c2)C(=O)c2ccccc2S3(=O)=O)cc1OCC
→ /	2%	-38	-1%	2%	/	/
- CCNC(=O)C1CCCN(Cc2cc(-c3ccccc3)on2)CC1 (centres undefined)
→ /	/	5	7%	/	/	3%
- CC(C)n1cc(C(=O)c2cc(Br)ccc2O)cc(C#N)c1=O
→ -28%	-28%	-8	3%	-6%	-1%	-2%
- CCOc1ccc(N/C(N)=N/c2nc(CSc3nnc(C)s3)cc(=O)[nH]2)cc1
→ -23%	91%[activator]	?	3%	5%	0%	1%
- CN(C)c1nc(OCCOC(=O)c2ccccc2)nc(N(C)C)n1
→ 28%	-4%	-19	-7%	?	0%	5%
- CC1CC(=O)Nc2ccccc2N1S(=O)(=O)c1ccc(F)cc1F (centres undefined)
→ -6%	1%	22	0%	0%	-5%	-9%
- O=C(Nc1ccccc1C(=O)N1CCCC1)c1ccc(Cl)cc1Cl
→ -16%	-3%	?	5%	0%	-4%	-15%
- COC(=O)c1ccc(N=NN2CCOCC2)cc1
→ -7%	0%	124	3%	-5%	-10%	13%
- COCCn1c(N)c(N(Cc2ccccc2)C(=O)c2ccc(N3CCCC3=O)cc2)c(=O)[nH]c1=O
→ /	/	25	4%	/	/	-1%
- CCn1c(SCC(=O)NCc2ccco2)nc2cccnc21
→ -2%	?	13	-3%	1%	2%	-13%
- Cc1ccccc1Nc1c(C)c(C)nc2ncnn12
→ -6%	-5%	?	0%	?	5%	11%
- Cc1onc(-c2c(Cl)cccc2Cl)c1COC(=O)c1ccc([N+](=O)[O-])cc1
→ -33%	1%	12	3%	1%	4%	-25%
- Cc1cccc(CN2CCN(C(=S)Nc3ccccc3)CC2)c1
→ 22%	7%	?	-2%	1%	5%	-5%
- Cc1cc(C)nc(/N=C2\NC(=O)CC(C(=O)O)N2c2cccc(Cl)c2)n1 (centres undefined)
→ -18%	0%	/	/	-9%	5%	/
- CCOc1ccccc1C(=O)Nc1ccc2c(c1)N(C)C(=O)c1ccccc1S2
→ /	-1%	5	-2%	-4%	/	/
- COc1cccc(-c2nc(SCC(=O)Nc3ccc4c(c3)OCCO4)c(-c3ccc(C)cc3)[nH]2)c1
→ /	0%	-27	3%	-3%	/	/
- CC(Sc1nc2c(c(=O)[nH]1)CCCC2)C(=O)Nc1ccc(Br)cn1 (centres undefined)
→ -13%	-4%	12	-10%	-10%	0%	-19%
- O=C(Nc1cccc(F)c1)Nc1cnccn1
→ -7%	0%	?	-4%	0%	-7%	-13%
- Cc1ccc(S(=O)(=O)Nc2ccc(C(=O)N3CCCC3)cc2)cc1
→ -23%	0%	12	-3%	4%	-3%	0%
- O=C(CSC1=NS(=O)(=O)c2ccccc21)Nc1ccccc1
→ -29%	2.5µM*	33	?	?	22µM*	10%
- Cc1ccc(C2c3c(-c4ccccc4O)n[nH]c3C(=O)N2Cc2ccncc2)cc1 (centres undefined)
→ ?	7%	-39	4%	-7%	2%	55%[activator]
- CC1CN(C(=O)CSc2nnc(-c3cccs3)n2N)CC(C)O1 (centres undefined)
→ -11%	1%	0	-10%	?	/	-4%
- CC(NC(=O)C(C)N1C(=O)c2cccc([N+](=O)[O-])c2C1=O)c1ccccc1 (centres undefined)
→ 5%	-20%	-19	15%	?	0%	-16%
- Cc1ccc(C(=O)NC(NC(=O)c2ccc(C)cc2)c2cccc([N+](=O)[O-])c2)cc1
→ -23%	-12%	-60*	-15%	0%	-1%	-3%
- CCOc1ccc(C2/C(=C(/O)c3ccc4c(c3)CC(C)O4)C(=O)C(=O)N2CCCn2ccnc2)cc1OCC (centres undefined)
→ 166%[activator]	89µM*	4	2%	-2%	-6%	7%
- CCOC(=O)c1c(CNCCN(CC)CC)n(C)c2cc(Br)c(OC)cc12
→ 69%[activator]	3%	4	1%	-8%	8%	-8%
- CCOc1ccc(CCNC(=O)c2nnc(Cc3cc(OC)c(OC)c(OC)c3)o2)cc1OCC
→ /	49%[activator]	17	-12%	2%	/	/
- COc1cc(N2C(=O)CSC23C(=O)N(Cc2ccc(C)cc2)c2ccccc23)cc(OC)c1OC (centres undefined)
→ /	-15%	-9	3%	-1%	/	/
- O=C(NCc1ccccc1Cl)C1CCCN(c2ncnc3c2nc2n3CCCCC2)C1 (centres undefined)
→ 131%[activator]	-5%	-26	-3%	-4%	-3%	3%
- Cc1cc(C)n(/C(=C\N(C)C)C(=O)c2ccc(Cl)cc2)n1
→ -9%	2%	-61*	28%	2%	8%	7%
- Cc1nn(-c2cc(N(S(C)(=O)=O)S(C)(=O)=O)c(Cl)cc2Cl)c(=O)n1C
→ 3%	7%	23	-6%	3%	-2%	-9%
- CC1=C(C(=O)Nc2ccc(CC(=O)NCc3ccc(OC(C)C)cc3)cc2)SCCO1
→ -7%	-2%	1	-3%	0%	-10%	-5%
- CCc1ccccc1NC(=O)CN(C1CCCCC1)S(C)(=O)=O
→ 0%	0%	?	-4%	-14%	2%	-11%
- COc1cc(-c2cc(NC=O)c3ncc(-c4ccc(F)cc4)n3c2)cc(OC)c1OC
→ /	/	86	-2%	/	/	41%[activator]
- O=C(Cc1c(F)cccc1Cl)Nc1cc(S(=O)(=O)N2CCOCC2)ccc1N1CCOCC1
→ 88%[activator]	-3%	11	2%	?	/	9%
- O=C1CC(c2ccccc2)c2ccc(O)cc2O1 (centres undefined)
→ -34%	-5%	71	-13%	-5%	1%	-8%
- COc1ccc(-c2cc(C(=O)NCCN3CCOCC3)no2)cc1OC
→ -4%	-1%	-11	1%	?	3%	-9%
- O=C(CCC(=O)N(CC(=O)NC1CCCCC1)Cc1ccco1)Nc1nccs1
→ 0%	0%	-24	-1%	1%	2%	2%

An excerpt from above in order of count of non-hydrogen atoms, high to low:
Results follow in this order: AmpC inh no detg	Sm TGR block	HCMV antiviral	Tb PYK inh	AmpC inh detg	LmPK inhibitor	AMA1-RON2 inh
- CCOc1ccc(C2/C(=C(/O)c3ccc4c(c3)CC(C)O4)C(=O)C(=O)N2CCCn2ccnc2)cc1OCC (centres undefined)
→ 166%[activator]	89µM*	4	2%	-2%	-6%	7%
- COc1cc(N2C(=O)CSC23C(=O)N(Cc2ccc(C)cc2)c2ccccc23)cc(OC)c1OC (centres undefined)
→ /	-15%	-9	3%	-1%	/	/
- COc1cc(-c2cc(NC=O)c3ncc(-c4ccc(F)cc4)n3c2)cc(OC)c1OC
→ /	/	86	-2%	/	/	41%[activator]
- O=C(CCC(=O)N(CC(=O)NC1CCCCC1)Cc1ccco1)Nc1nccs1
→ 0%	0%	-24	-1%	1%	2%	2%
- CCOC(=O)c1c(CNCCN(CC)CC)n(C)c2cc(Br)c(OC)cc12
→ 69%[activator]	3%	4	1%	-8%	8%	-8%
- COc1ccc(-c2cc(C(=O)NCCN3CCOCC3)no2)cc1OC
→ -4%	-1%	-11	1%	?	3%	-9%
- Cc1nn(-c2cc(N(S(C)(=O)=O)S(C)(=O)=O)c(Cl)cc2Cl)c(=O)n1C
→ 3%	7%	23	-6%	3%	-2%	-9%
- CCc1ccccc1NC(=O)CN(C1CCCCC1)S(C)(=O)=O
→ 0%	0%	?	-4%	-14%	2%	-11%
- Cc1cc(C)n(/C(=C\N(C)C)C(=O)c2ccc(Cl)cc2)n1
→ -9%	2%	-61*	28%	2%	8%	7%
- O=C1CC(c2ccccc2)c2ccc(O)cc2O1 (centres undefined)
→ -34%	-5%	71	-13%	-5%	1%	-8%
